Screening data: PubChem, NCI
yeast cln2 rad14: NCI yeast anticancer drug screen, S. cerevisiae cln2 rad14 strain. AID 165, 2004. hit rate 8.3% among 78,000. growth inhibition, % at 50 µM;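 also: 0% = growth of vehicle-only cultures of the same strain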
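Compounds are applied to the cln2 rad14 yeast strain, and growth is then compared with that of vehicle-treated cultures to give inhibition.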
mec2-1: NCI yeast anticancer drug screen, S. cerevisiae mec2-1 strain; growth inhibition, % at 50 µM; hit rate 9% among 79,000; AID 157, 2004;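 also: 0% = growth of vehicle-only cultures of the same strain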
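Yeast mec2-1 mutant treated with compound. Readout: growth inhibition vs vehicle controls.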
yeast mlh1 rad18: NCI yeast anticancer drug screen, S. cerevisiae mlh1 rad18 strain | growth inhibition, % at 50 µM | hit rate 11% among 79,000 | AID 175, 2004;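 also: 0% = growth of vehicle-only cultures of the same strain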
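In this whole-cell yeast screen, a strain with altered DNA damage repair is challenged with compound, and its growth is measured against matched vehicle-treated controls.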
rad50: NCI yeast anticancer drug screen, S. cerevisiae rad50 strain; % growth inhibition at 50 µM; AID 155, 2004; hit rate 10% among 79,000;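 also: 0% = growth of vehicle-only cultures of the same strain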
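Growth of the mutant yeast was measured after compound exposure and referenced to vehicle-treated cultures.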
bub3: NCI yeast anticancer drug screen, S. cerevisiae bub3 mutant strain. growth inhibition, % at 50 µM. hit rate 9.9% among 78,000. AID 167, 2004;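 also: 0% = growth of vehicle-only cultures of the same strain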
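Whole-cell yeast assay. The mutant strain was incubated with compounds, and growth inhibition was determined by comparison with vehicle-treated cells.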
sgs1 mgt1: NCI yeast anticancer drug screen, S. cerevisiae sgs1 mgt1 strain. % growth inhibition at 50 µM. hit rate 10% among 78,000;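 also: 0% = growth of vehicle-only cultures of the same strain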
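Inhibition of yeast growth, normalised to vehicle-treated controls, is reported for a strain bearing genetic alterations in DNA damage repair.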
Numbers without * were called inactive; & = joins results of further samples; ! = not active in a repeat. Rule as the data show it: active = growth inhibition above about 70%; inactive = the rest.

canonical_smiles,yeast cln2 rad14,mec2-1,yeast mlh1 rad18,rad50,bub3,sgs1 mgt1
CCOC(O)C(F)(F)F (stereo not drawn),16,-1,13,9,0,11
O=C(NCCCNCCNC(=O)c1cc(-c2ccccc2)nc2ccccc12)c1cc(-c2ccccc2)nc2ccccc12,99*,99*,99*,99*,99*,99*
O=C(c1cccc(F)c1)c1ccccc1Cc1ccccc1,19,4,-11,-4,-3,-8
CCCCNCC(=O)N(CCc1ccccc1)Cc1cccc(OC)c1OCCC,-10,4,-43,-5,1,-3
Cc1ccc(C2=C(c3ccc(C)cc3)CS(=O)(=O)C2)cc1,-6,-6,-26,22,-19,0
NC(CCC(F)(F)F)C(=O)O (stereo not drawn),19,-8,7,-4,18,7
O=C(NCCCCN1CCCCCC1)C1c2ccccc2-c2ccccc21,-13,-20,-7,-11,10,-12
O=C(O)C(Cc1cccs1)C(=O)OCc1ccccc1 (stereo not drawn),-4,-27,-33,-2,3,-12
c1ccc2c(c1)Cc1c(Cc3csc4ccccc34)ccc3cccc-2c13,13,-22,-15,-14,-5,-4
O=C1C(CN(Cc2ccccc2)Cc2ccccc2)CCCC1CN(Cc1ccccc1)Cc1ccccc1 (stereo not drawn),68&24,73*!,81*!,91*!,83*!,73*!
C1=C(CN2CCCCC2)Oc2ccccc2O1,46,37,35,25,21,42
NCCCCCCS(N)(=O)=O,0,-8,-14,-9,-8,-8
CC(=O)OC1C(=O)C=CC2CC(C)=CCC21C (stereo not drawn),11,12,22,36,13,-5
CC(=O)c1cccc(C)n1,18,-6,37,30,11,22
CCCCNc1ccc(S(=O)(=O)c2ccc(NCCCC)c([N+](=O)[O-])c2)cc1[N+](=O)[O-],-1,7,-10,20,2,15
CN1CCNC(=O)CC1,-30,-17,-7,-3,4,-1
CC1(C)CC(OP(=O)(CCl)OC2CC(C)(C)N(O)C(C)(C)C2)CC(C)(C)N1O,-14,22,7,16,8,11
COc1ccc(CC#C/C=C/C(=O)NCC(C)C)cc1,19,15,-2,30,20,35
CCOC(=O)c1ccc(CSc2ccc(N)cc2)c([N+](=O)[O-])c1,11,7,20,-1,2,17
O=C(O)NCC1CCCCC1 (tested in a mixture with another compound),33,8,6,-13,0,-36
Cn1nc(-c2ccccc2)c(C(=O)/C=C/c2ccc(F)cc2)c(N2CCCCC2)c1=O,28,9,10,3,4,-1
CC1CCC(C(C)C)C(NNC(N)=O)C1 (stereo not drawn),3&14,4&13,10&16,10&39,-1&45,7&5
CC1CCCCN1Cc1ccccc1COC(=O)c1cccc(Br)c1 (stereo not drawn),-17,-2,2,32,16,43
O=C(NCCCl)Nc1ccccn1,-25,6,11,4,-7,0
O=S1c2ccccc2N=C(c2ccc3ccccc3c2)CC1c1ccccc1F (stereo not drawn),4,-3,7,-1,2,12
Cc1nc2ncnc(N(C)C)c2nc1C,-4,22,2,-14,10,-4
COc1ccc(OC)c(/C=C2/C(=O)ON=C2C)c1,22,54,23,42,43,70*
NC(=NCCCC(NC(=O)c1ccccc1)C(=O)O)NC(=O)c1ccccc1 (stereo not drawn),23,1,25,39,-2,11
Cc1ccc(S(=O)(=O)Nc2cn[nH]n2)cc1,-26,-13,1,3,-11,-4
O=C(CN1CCCCC1)NC(=O)N/N=C\c1ccco1,-59,3,14,0,0,6
O=c1oc2c(-c3ccccc3)cccc2c(O)c1-c1ccccc1,33,60,71*,49,55,59
N=C(N)SCc1ccc(Br)cc1,28,14,20,-3,17,-16
CC1(C)c2ccccc2N2C(c3ccccc3)=NN(c3ccccc3)C21C (stereo not drawn),15,24,32,44,24,42
CCOC(=O)c1cnc2ccc(OC)cc2c1,-77,1,18,1,35,-6
O=c1[nH]c2c([N+](=O)[O-])cc(Cl)cc2nc1/C=C(\O)c1ccncc1,9,9,51,42,18,43
Nc1ncnc2c1ncn2C1OC(C(=O)O)C(O)C1O (stereo not drawn),-47,-34,-12,-7,-52,-13
Cc1c(C)c(C)c(C(=O)c2ccccc2C(=O)NCCSC(C)(C)C)c(C)c1C,77*,68,84*,83*,82*,83*
COc1ccc(Br)c2c(OC)cccc12,-70,9,5,58,2,-10
O=[N+]([O-])c1ccc(N=C/C=C/Nc2ccc([N+](=O)[O-])cc2)cc1,-9,1,21,5,6,10
CNC(=O)c1ccc(C(=O)NC)cc1,4,-26,-2,-19,-42,-43

By substructure: the compounds so far with a Cl atom
canonical_smiles,yeast cln2 rad14,mec2-1,yeast mlh1 rad18,rad50,bub3,sgs1 mgt1
CC1(C)CC(OP(=O)(CCl)OC2CC(C)(C)N(O)C(C)(C)C2)CC(C)(C)N1O,-14,22,7,16,8,11
O=C(NCCCl)Nc1ccccn1,-25,6,11,4,-7,0
O=c1[nH]c2c([N+](=O)[O-])cc(Cl)cc2nc1/C=C(\O)c1ccncc1,9,9,51,42,18,43

Next compounds:
canonical_smiles,yeast cln2 rad14,mec2-1,yeast mlh1 rad18,rad50,bub3,sgs1 mgt1
O=C1NC2(c3ccccc3)CCCCC2O1 (stereo not drawn),2,-3,-7,-5,-6,-6
NC(=O)CC(N)C(=O)OCc1ccc([N+](=O)[O-])cc1 (stereo not drawn),-11,0,-11,-13,-6,-3
CN(N)c1cn[nH]c(=O)c1Cl,10,1,1,2,3,5
OC1C2CCC3C2CC(C(O)(c2ccccc2)c2ccccc2)C13 (stereo not drawn),-13,-24,-15,0,-50,-9
Cc1cc(S(=O)(=O)Nc2nc(Nc3ccc(Cl)cc3)nn2C)c(S)cc1Cl,2,-17,17,14,-5,11
Brc1cc2c(cc1C1SCCS1)OCO2,19,20,35,50,28,58
N#CNC(N)=Nc1ccc(Cl)cc1,20,8,-17,5,-20,-28
COC(=O)C1=C(C(=O)OC)C2C(C)=CC(C)=CN2C(C(=O)OC)=C1C(=O)OC (stereo not drawn),74*,6,25,11,-7,2
O=C(Nc1ccc(Cl)cc1)c1cc2cc(N=Nc3ccccc3Cl)ccc2oc1=O,83*,89*,85*,89*,86*,85*
NCC(N)C(O)C(O)C(O)CO (stereo not drawn),-43,-2,3,6,-16,-3

Three structures already listed, arranged by formula weight, lowest first:
canonical_smiles,yeast cln2 rad14,mec2-1,yeast mlh1 rad18,rad50,bub3,sgs1 mgt1
CC(=O)c1cccc(C)n1,18,-6,37,30,11,22
O=[N+]([O-])c1ccc(N=C/C=C/Nc2ccc([N+](=O)[O-])cc2)cc1,-9,1,21,5,6,10
O=S1c2ccccc2N=C(c2ccc3ccccc3c2)CC1c1ccccc1F (stereo not drawn),4,-3,7,-1,2,12

Next part
canonical_smiles,yeast cln2 rad14,mec2-1,yeast mlh1 rad18,rad50,bub3,sgs1 mgt1
CC1(C)CC(=O)C2=C(C1)NC(=S)C(C#N)C2c1ccccc1 (stereo not drawn),10,-4,30,10,21,15
Oc1oc(-c2ccccc2)nc1/C=C1/C=NN=N1,2,8,-11,9,-3,-9
O=C1CCC(c2nc3ccccc3[nH]2)N1Cc1ccccc1 (stereo not drawn),4,2,19,14,6,18
CCc1cccc(C(C)CC)c1NC(=O)CC1C(=O)Nc2ccccc2S1(=O)=O (stereo not drawn),-19,8,41,41,16,7
COc1ccc(N=Nc2c(C)nc(N)nc2C)cc1,-27,18,13,2,-14,8
COc1cc(C2SC(N)=Nc3c2c(C)nn3C(=O)Cc2ccccc2)cc(OC)c1OC (stereo not drawn),-3,-19,-8,-21,-8,-2
CC(C)NC(NC(C)C)=C(S(=O)(=O)C(F)(F)C(F)(F)C(F)(F)C(F)(F)F)S(=O)(=O)C(F)(F)C(F)(F)C(F)(F)C(F)(F)F,24,-18,-14,-17,-11,-17
COc1ccc(/C=C(\C#N)c2ccccn2)cc1OC,7,-1,12,14,8,13
CCC(=O)c1c2c(cc3ccccc13)CCCC2,4,-11,34,12,38,7
Brc1cc(Br)c(OCC2CO2)c(Br)c1 (stereo not drawn),-5,9,42,16,23,37

The closing 2 records of the section before come first, to join the parts:
canonical_smiles,yeast cln2 rad14,mec2-1,yeast mlh1 rad18,rad50,bub3,sgs1 mgt1
CCC(=O)c1c2c(cc3ccccc13)CCCC2,4,-11,34,12,38,7
Brc1cc(Br)c(OCC2CO2)c(Br)c1 (stereo not drawn),-5,9,42,16,23,37
CC(C)(CCCCC(C)(C)NC1=NCCO1)NC1=NCCO1,-21,-9,-9,0,-4,10
Nc1ccnc(Cl)n1,0,-6,-1,-2,0,-13
CC1C2(c3ccccc3)C(C(=O)c3ccccc3)NC(c3ccccc3)C12c1ccccc1 (stereo not drawn),19,6,35,46,2,28
COc1ccc(C(O)C(=O)c2nc3ccc([N+](=O)[O-])cc3[nH]c2=O)cc1 (stereo not drawn),-22,-50,-5,-16,-37,-30
Fc1ccccc1-c1nnc(-c2ccccc2F)o1,11,8,1,2,48,7
Cc1ccc(C(CN)(CCBr)c2ccc(C)cc2)cc1,99*,100*,100*,99*,99*,100*
CCOC(=O)c1cc(C)ncc1N,13,7,3,10,-1,-7
Nc1ccc(N=Nc2ccc(C(=O)O)cc2)cc1,3,-48,-8,-33,-26,18
O=C(O)CCCCCNCC(CNCCCCCC(=O)O)(C(=O)O)C(=O)O,-8,-3,5,8,-1,-3
CCC1C(NC(=O)OC)C(=O)N1[C@@H](C)c1ccccc1 (stereo partly drawn),7,3,27,36,19,23
NC1=NN(c2ccccc2)C(=O)C1C(=O)C(=O)Nc1nccs1 (stereo not drawn),5,-5,24,-4,6,7
O=c1ccc2c(O)cc(O)cc2o1,5,-6,-8,-9,8,-14
COC(=O)C1=C(C)N(NC(=O)c2ccccc2)C(C)(O)C12CCOC2=O (stereo not drawn),-53,-8,-5,1,-10,6
COc1ccc(Cc2ccc(O)cc2)cc1,-21,28,29,33,31,53
Cc1ccc2c(c1)C1C(CO2)C(c2ccccc2)=NN1c1ccccc1 (stereo not drawn),14,-13,-30,-27,-14,-19
CC1=NN2C(c3ccc(Cl)cc3)=CSC2=NC(C)(C)C1,6,-17,-13,17,-9,-3
CCc1cccc(CC)c1NC(=S)NN,-6,15,6,17,24,42
CCCCCC/C=N\OC(N)=O,-13,15,12,13,3,-5
C/C(O)=c1\cc(C#N)c(=C(C#N)C#N)nc1C,-3,0,46,8,11,1
N#CCC(=O)N/N=C(/CC1(O)C(=O)Nc2c(Cl)cc(Cl)cc21)c1ccccc1 (stereo not drawn),-20,60,75*,69,26,71*
